L3MBTL1 block: blocks human L3MBTL1. Potency, µM (titrated, usually from 57.1 µM), for inactives: at the highest dose activity, negative = inhibition, hits mostly inhibitors. Q9Y468. actives 0.66% (n = 230,000). AlphaScreen L3MBTL1–H3K9me1 peptide binding. AID 485360; active = well fitted inhibition curve with a large enough effect; also: nearly all actives have a fitted effect of over 60% in size
Target sequence (Q9Y468 whole entry, looked up): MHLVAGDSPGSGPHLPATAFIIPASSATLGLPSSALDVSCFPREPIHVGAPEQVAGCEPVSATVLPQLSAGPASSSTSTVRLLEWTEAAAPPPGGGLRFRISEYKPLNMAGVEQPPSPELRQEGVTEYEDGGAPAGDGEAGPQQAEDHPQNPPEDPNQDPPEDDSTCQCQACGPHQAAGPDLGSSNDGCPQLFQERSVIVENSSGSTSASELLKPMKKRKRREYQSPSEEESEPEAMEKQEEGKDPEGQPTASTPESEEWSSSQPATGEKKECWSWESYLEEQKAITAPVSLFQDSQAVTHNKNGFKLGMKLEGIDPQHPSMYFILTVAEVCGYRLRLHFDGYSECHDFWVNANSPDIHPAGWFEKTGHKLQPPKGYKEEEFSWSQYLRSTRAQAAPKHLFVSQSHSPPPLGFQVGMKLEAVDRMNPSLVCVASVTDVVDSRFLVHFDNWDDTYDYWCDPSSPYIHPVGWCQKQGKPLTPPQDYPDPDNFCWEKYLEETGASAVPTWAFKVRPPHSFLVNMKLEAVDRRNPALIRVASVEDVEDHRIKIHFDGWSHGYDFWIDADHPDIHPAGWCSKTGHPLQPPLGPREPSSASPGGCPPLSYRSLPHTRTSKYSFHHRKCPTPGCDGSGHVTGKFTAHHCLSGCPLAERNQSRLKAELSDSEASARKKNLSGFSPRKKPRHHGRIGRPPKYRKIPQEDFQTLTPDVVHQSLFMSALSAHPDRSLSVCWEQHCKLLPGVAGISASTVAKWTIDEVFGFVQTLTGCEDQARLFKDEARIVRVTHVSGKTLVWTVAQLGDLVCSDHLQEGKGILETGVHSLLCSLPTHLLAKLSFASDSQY
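Read-out is AlphaScreen signal from streptavidin donor and nickel chelate acceptor beads (10 ug/mL final each) bridging L3MBTL1 (50 nM) and biotinylated K9-monomethylated H3(1-15) peptide (75 nM), after 30 min compound exposure at room temperature.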
* hit, by the source's call; [ ] = remark or other dose. % is scaled to controls: 0 for no effect and ±100 for the full control effect; potency is read from the fitted curve at half-maximal effect. A portion of the library, so the mix of outcomes need not match the whole.

L3MBTL1 block,molecule
11%,Cc1cccc(C(=O)NCC(=O)NCCSc2ccc(Br)cc2)c1
-5%,CCCn1ccc2c(OCC(=O)Nc3ccc(NC(C)=O)cc3)cccc2c1=O
-3%,O=S(=O)(c1cc(C(F)(F)F)ccc1Cl)N1CCN(c2ncnc3ccccc23)CC1
-5%,CC(C)[C@H](NC(=O)OCc1ccccc1)C(=O)OCC(=O)N1CCN(c2ccccc2)CC1
-11%,O=[N+]([O-])c1ccc(CNc2cccc(Cl)c2)s1
12%,Cc1noc(C)c1NC(=O)N(C)C[C@H]1Oc2ccc(NS(=O)(=O)c3ccccc3)cc2C(=O)N([C@H](C)CO)C[C@@H]1C
6%,COc1ccc(S(=O)(=O)N2CCCC2CNC(=O)C(=O)Nc2ccc(F)cc2)cc1 (stereo not drawn)
2%,COc1ccc(CCC(=O)Nc2cc3c4c(c2)CCC(=O)N4CCC3)cc1
8%,Cc1ccccc1Nc1nnc(SCC(=O)c2c(N)n(C3CC3)c(=O)[nH]c2=O)s1
6%,O=C(NOCc1ccccc1)c1cccc([N+](=O)[O-])c1
0%,O=C(CSc1nc(=O)n2ccccc2n1)Nc1cccc2ccccc12
4%,CC1C(=O)N2CCCc3cc(NC(=O)COc4ccc(Cl)cc4)cc1c32 (stereo not drawn)
8%,Cn1c(SCC(=O)Nc2ccc3c(c2)OCCO3)nnc1C(F)(F)F
-1%,O=C(NCC(=O)N1CCN(c2ccc(C(F)(F)F)cn2)CC1)c1ccc(Br)o1
-13%,COc1ccc(C2(C)NC(=O)N(CC(=O)c3cc(C)n(C4CC4)c3C)C2=O)cc1 (stereo not drawn)
-4%,C=CCNC(=O)C1CC(=O)N(c2ccc(OCc3ccccc3Cl)cc2)C1 (stereo not drawn)
8%,Cc1ccc[n+](CC(=O)Nc2ccc(C)c(C)c2)c1
11%,C=CCn1c(SCC(C)=O)nc2scc(-c3ccc(C)o3)c2c1=O
3%,C[C@H](CO)N1C[C@H](C)[C@@H](CN(C)S(=O)(=O)c2ccc(F)cc2)Oc2ccc(NS(=O)(=O)c3ccccc3)cc2C1=O
-12%,CCCCN(C(=O)C1CCCO1)c1c(N)n(CCC)c(=O)[nH]c1=O (stereo not drawn)
0%,COc1cc(S(=O)(=O)NC2CC(C)(C)NC(C)(C)C2)c(OC)cc1Cl
-7%,Cc1ccc(-c2noc(Cn3cc(S(=O)(=O)N4CCCC4)ccc3=O)n2)cc1
11%,O=C(CCNS(=O)(=O)c1ccccc1)NNC(=O)c1csc(N2CCOCC2)n1
-4%,CCOc1ccc2oc(C(=O)N(C)CC(=O)Nc3ccc(OCC)c(OCC)c3)c(C)c2c1
2%,CSc1ncccc1C(=O)OCC(=O)Nc1ccc(Cl)cn1
-5%,CCOC(=O)c1nn(-c2ccccc2C)c(=O)cc1OCC(=O)Nc1cccc(OC)c1
3%,CCC(C)(C)C1CCC2(CC1)NC(=O)N(CC(=O)N(C)CCOc1ccc(Cl)cc1)C2=O (stereo not drawn)
1%,CC(C)Oc1ccc(CNC(=O)c2ccc3nc(N4CCOCC4)sc3c2)cc1
4%,COc1cccc(C(=O)NNC(=O)c2cccc(F)c2)c1
-2%,N#Cc1ccc(C23OCCN2CCn2nc4ccccc4c23)cc1 (stereo not drawn)

Next section (three carried over from the part before).
L3MBTL1 block,molecule
1%,CC(C)Oc1ccc(CNC(=O)c2ccc3nc(N4CCOCC4)sc3c2)cc1
4%,COc1cccc(C(=O)NNC(=O)c2cccc(F)c2)c1
-2%,N#Cc1ccc(C23OCCN2CCn2nc4ccccc4c23)cc1 (stereo not drawn)
-1%,Cc1cc(/C=C2\SC(=O)NC2=O)c(C)n1-c1ccc(N(C)C)cc1
-1%,CCOc1ccc(CCNC(=O)CSC(=S)N2CCCC2)cc1OCC
4%,COc1ccc(NC(=O)CN(C)C(=O)C2CSC3(C)CCC(=O)N23)cc1 (stereo not drawn)
-17%,CC1(C)C(=O)Nc2ccccc2N1C(=O)COC(=O)c1ccc(NC(N)=O)cc1
-8%,C=CCC(=O)NC1CC(C)(C)Cc2c1cnn2-c1ccc(C)cc1 (stereo not drawn)
-5%,Cc1ccc(C2(C)NC(=O)N(CC(=O)N(C)CC(=O)Nc3cccc4ccccc34)C2=O)cc1 (stereo not drawn)
-12%,COc1ccc(NC(=O)CSCC(=O)Oc2c(OC)cccc2OC)cc1
21%,Cc1ccc(S(=O)(=O)N2CCC(C(=O)OCCOc3ccccc3)CC2)cc1C
0%,COc1ccccc1C(=O)OCC(=O)Nc1cccc(S(=O)(=O)N2CCCC2)c1
0%,CCOc1ccc(CN2CCSCC2)cc1
1%,COc1cc(Br)c(-c2sc(Nc3ccccc3)n[n+]2-c2ccccc2)cc1OC
-3%,Cc1ccc(S(=O)(=O)N(C)C)cc1NC(=O)c1ccc(-n2cncn2)c([N+](=O)[O-])c1
-1%,COc1cc(OC)cc(C(=O)Nc2nc(CC(=O)NCc3ccc(F)cc3)cs2)c1
1%,CCCCn1c(-c2ccc(Cl)c(Cl)c2)nc2cc3[nH]c(=O)c(C(C)C)nc3cc21
19%,O=C(COC(=O)COc1ccc(Cl)cc1Br)NCCC1=CCCCC1
10%,CCCCC/C=C/C1=CC(=O)C[C@H](c2ccc(OC)cc2)C1
-2%,Cc1ccc(C(=O)OCC(=O)N(CCc2ccccc2)Cc2ccccc2)cc1S(=O)(=O)N1CCOCC1
-6%,CCCOc1ccc(C(=O)N2CCN(Cc3ccc4c(c3)OCO4)CC2)cc1
-19%,O=C(c1ccc(-c2ccccc2Cl)o1)N1CCN(c2ccccc2O)CC1
-8%,CCOC(=O)c1nn(-c2ccc(C)c(C)c2)c(=O)c(C#N)c1C
2%,COC(=O)C1CCN(C(=O)c2cc(S(=O)(=O)N3CCCCC3)ccc2Cl)CC1
-1%,C[C@H](CO)N1C[C@H](C)[C@@H](CN(C)C(=O)NC2CCCCC2)Oc2ccc(NS(=O)(=O)c3ccccc3)cc2C1=O
-2%,C=CCN1c2ccc(Br)cc2C(=O)CS1(=O)=O
-3%,C[C@@H](C(=O)OCC(=O)c1ccc(F)c(F)c1)N1C(=O)C2CCCCC2C1=O (stereo partly drawn)
-3%,COc1ccc(NC(=O)c2cc(S(=O)(=O)N3CCc4ccccc43)cn2C)cc1
-3%,COc1ccc2c(c1)c1c(n2C)[C@@H]2CC=C(CO)[C@@H](C1)N2C
2%,O=C(OCC(=O)N1CCc2ccccc2C1)c1ccc(O)cc1
-1%,Cc1cc(NC(=O)CSCC(=O)OCC(=O)Nc2ccc(OC(F)F)cc2)no1
-3%,CN(c1ccccc1)S(=O)(=O)c1ccc(C(=O)N2CCN(c3ccccc3F)CC2)cc1
5%,Cc1ccc(NC(=O)CCc2ccccc2)cc1S(=O)(=O)N1CCOCC1

Seven compounds out of the list, ordered by length of the SMILES, high to low:
L3MBTL1 block,molecule
-1%,C[C@H](CO)N1C[C@H](C)[C@@H](CN(C)C(=O)NC2CCCCC2)Oc2ccc(NS(=O)(=O)c3ccccc3)cc2C1=O
-5%,Cc1ccc(C2(C)NC(=O)N(CC(=O)N(C)CC(=O)Nc3cccc4ccccc34)C2=O)cc1 (stereo not drawn)
-3%,C[C@@H](C(=O)OCC(=O)c1ccc(F)c(F)c1)N1C(=O)C2CCCCC2C1=O (stereo partly drawn)
2%,COC(=O)C1CCN(C(=O)c2cc(S(=O)(=O)N3CCCCC3)ccc2Cl)CC1
21%,Cc1ccc(S(=O)(=O)N2CCC(C(=O)OCCOc3ccccc3)CC2)cc1C
-6%,CCCOc1ccc(C(=O)N2CCN(Cc3ccc4c(c3)OCO4)CC2)cc1
-8%,C=CCC(=O)NC1CC(C)(C)Cc2c1cnn2-c1ccc(C)cc1 (stereo not drawn)

(next part)
L3MBTL1 block,molecule
3%,Cc1ccc(S(=O)(=O)N2CCN(C(=O)CCNC(=O)c3ccccc3Cl)CC2)cc1
-4%,COc1ccc(C(=O)NCC(c2ccco2)N2CCc3ccccc3C2)cc1 (stereo not drawn)
-9%,Cc1cnc(C(=O)OCC(=O)c2ccc(F)c(F)c2)cn1
-2%,CN(CC(=O)Nc1ccc(Cl)c(C(F)(F)F)c1)C(=O)C1CC(=O)N(C2CCCC2)C1 (stereo not drawn)
17%,O=C1C=C(c2ccc(F)c(Cl)c2)C[C@@H](c2ccc(F)cc2)C1
3%,CCOC(=O)C1CCN(C(=O)COC(=O)c2nc3nc(C)cc(C)n3n2)CC1
11%,O=C(CCC(=O)N1CCOCC1)NCc1cccc(C(F)(F)F)c1
-14%,CC[C@]12c3[nH]c4cc(-c5ccco5)ccc4c3CCN1C(=O)[C@@H](CC(=O)NCC13CC4CC(CC(C4)C1)C3)C[C@@H]2C(=O)N1CCN(C(=O)c2ccco2)CC1
-3%,Cc1ccc(C(=O)N(Cc2nnc(-c3ccc(Cl)cc3)o2)C2CC2)o1
6%,COc1ccccc1OCCNC(=O)C1CC(=O)N(Cc2ccccc2)C1 (stereo not drawn)
4%,CCN1C(=O)[C@@H]2[C@H](C1=O)[C@@H]1C(=O)Nc3ccccc3C(=O)N1[C@@H]2c1cccc(Cl)c1
-3%,O=C(Nc1cccc(Cl)c1)c1nc[nH]c1C(=O)NCc1ccccc1
10%,COc1ccc(CNC(=O)C(C)OC(=O)Cn2cnc3c2c(=O)n(C)c(=O)n3C)cc1 (stereo not drawn)
-5%,CC(C)(C)CN1CCNC[C@H]1Cc1cccc2ccccc12
22µM*,Fc1ccc(CNc2ccc(N3CCN(Cc4ccccc4)CC3)cc2)cc1
1%,Cn1nnnc1SCC(=O)Nc1cc(S(=O)(=O)N2CCCCC2)ccc1Cl
1%,COc1ccc(CNC(=O)C(C)OC(=O)CO/N=C(\C)c2ccc3c(c2)OCO3)cc1 (stereo not drawn)
-4%,O=C(COC(=O)c1cccc([N+](=O)[O-])c1)c1ccc2c(c1)OCO2
3%,CC(=O)c1ccc(NC(=O)C(C)OC(=O)CCCN=C2NS(=O)(=O)c3ccccc32)cc1 (stereo not drawn)
3%,CCCn1c(SCC(=O)Nc2ccc3c(c2)OCCO3)n[nH]c1=O
2%,C[C@H]1CN([C@@H](C)CO)C(=O)Cc2cc(NS(C)(=O)=O)ccc2O[C@@H]1CN(C)CC1CC1
9%,C#CCOCCOCCOCCNc1nc(N2CCN(C(=O)Cn3cc(CCCN=C(N)N)nn3)CC2)nc(N2CCN(C(=O)[C@H]([C@@H](C)O)n3cc(CCCCN)nn3)CC2)n1
7%,CCC(C)(C)NC(=O)CSc1nc(Cc2ccccc2)nc2ccccc12
3%,CN(Cc1ccccc1)C(=O)c1nc[nH]c1C(=O)N1CCN(C(=O)OC(C)(C)C)CC1
-7%,Cc1csc(NS(=O)(=O)c2ccc(Cl)cc2)n1
-1%,Cc1ccc(S(=O)(=O)N2C[C@@H]3[C@H]4CC[C@H](C4)[C@@H]3[C@@H](C)[C@@H]2c2ccco2)cc1
-3%,Cc1ccc(C)c(OCCC(=O)OCC(=O)NC(=O)NC2CCCCC2)c1
-2%,COCn1c(C(O)c2ccccc2)cc2ccccc21 (stereo not drawn)
-10%,CC1CCCC(C)N1C(=O)COC(=O)c1ccc2ccccc2n1 (stereo not drawn)
3%,Cc1ccc(S(=O)(=O)CCC(=O)OCC(=O)c2ccc(F)cc2)cc1
-8%,Cc1cc(C)c(C)c(S(=O)(=O)N[C@@H](C)C(=O)OCC(=O)NC2CCCC(C)C2C)c1C (stereo partly drawn)
2%,CN(CC(=O)Nc1cccc(F)c1)CC(=O)N(C)c1c(N)n(Cc2ccccc2)c(=O)[nH]c1=O
-8%,CCCCCCc1ccc(N2C[C@H](Cc3ccccc3)[C@@H](CC(=O)NCc3ccc(OC)cc3)C2=O)cc1
-9%,O=C(O)c1cccc2c3c([nH]c12)CCCC3
2%,O=C(Oc1ccc(C(=S)N2CCOCC2)cc1)c1ccc([N+](=O)[O-])cc1[N+](=O)[O-]
-2%,Cc1ccc(C(C)NC(=O)CSc2ccc(S(=O)(=O)N3CCOCC3)cn2)cc1C (stereo not drawn)
-1%,CCCOC(=O)C(C)n1cnc2scc(-c3ccc(C)cc3)c2c1=O (stereo not drawn)
2%,COc1cc(NC(=O)C2CC(c3ccccc3Cl)=NO2)cc(OC)c1OC (stereo not drawn)
2%,O=C(NCCc1ccccc1)c1c(O)c2ccccc2[nH]c1=O
0%,COc1ccc(NS(=O)(=O)c2ccc(C)c(C(=O)N(C)Cc3ccc(OC)cc3OC)c2)cc1
-14%,CCOC(=O)c1ccoc1CN1CCN(S(=O)(=O)c2ccc(C)c(C)c2)CC1
9%,Cc1ccc(NC(=O)c2ccccc2)cc1C
5%,COc1cccc2sc3cc(NCCCN4CCOCC4)ccc3c(=O)c12
-1%,Cc1cc(S(=O)(=O)NC[C@H]2O[C@@H](n3cnc4c(N)ncnc43)[C@H](O)[C@@H]2O)c(C)s1
-4%,COc1cc2cc(CCOC(=O)N3CCCCC3)oc(=O)c2cc1OC
8%,Cc1csc(=O)n1CC(=O)OCC(=O)N(CC(C)C)c1c(N)n(Cc2ccccc2)c(=O)[nH]c1=O
6%,COc1ccc(C(=O)Nc2cc(Cl)ccc2-n2cncn2)c(OC)c1OC
6%,CC(C)(C)OC(=O)COc1cc(F)ccc1[N+](=O)[O-]
6%[2.29 µM],O=C(O)CN1C(=O)/C(=C\c2cccc(OCc3ccccc3)c2)SC1=S
35%[activator],Cc1ccccc1C(=O)NCC(=O)OC(C)C(=O)Nc1cccc(S(=O)(=O)N2CCOCC2)c1 (stereo not drawn)
-1%,O=C(COC(=O)c1cncc(Br)c1)NC12CC3CC(CC(C3)C1)C2
1%,Cc1c(Cl)cccc1NC(=O)CNC(=O)c1ccc2c(c1)OCCO2

Reprinted at random: 4 compounds from above.
L3MBTL1 block,molecule
-2%,Cc1ccc(C(C)NC(=O)CSc2ccc(S(=O)(=O)N3CCOCC3)cn2)cc1C (stereo not drawn)
-8%,CCCCCCc1ccc(N2C[C@H](Cc3ccccc3)[C@@H](CC(=O)NCc3ccc(OC)cc3)C2=O)cc1
2%,CN(CC(=O)Nc1cccc(F)c1)CC(=O)N(C)c1c(N)n(Cc2ccccc2)c(=O)[nH]c1=O
-9%,O=C(O)c1cccc2c3c([nH]c12)CCCC3

High-throughput results (PubChem BioAssay)
